All columns: NCI-60 one-dose screen, growth in % after 48 h at 10 µM unless noted; 100 = growth as untreated, 0 = no growth, -100 = all killed.
SR = SR leukemia cells; hit rate 8.7% among 73,000; AID 1794780
MCF7 = MCF7 breast cancer; hit rate 6.3% among 82,000; AID 1794796
MDA-MB-231 = MDA-MB-231 breast cancer; AID 1794789; hit rate 5% among 81,000
MOLT-4 = MOLT-4 leukemia cells | hit rate 6.9% among 80,000 | AID 1794779
RPMI-8226 = RPMI-8226 leukemia cells | hit rate 7.5% among 77,000 | AID 1794781
MDA-MB-435 = MDA-MB-435 melanoma | hit rate 7.8% among 82,000 | AID 1794794
K-562 = K-562 leukemia | hit rate 7.4% among 78,000 | AID 1794777
MDA-MB-468 = MDA-MB-468 breast cancer; hit rate 8.5% among 78,000
Active calls of the source: *; / = not tested or not shown; & = joins results of further samples. How the source made its calls: active means growth percent below 10; inactive means the rest.

SMILES	SR	MCF7	MDA-MB-231	MOLT-4	RPMI-8226	MDA-MB-435	K-562	MDA-MB-468
COc1cc(OC)c(S(=O)(=O)N(CCCl)CCCl)cc1C(=O)/C=C/c1cc(OC)c(OC)c(OC)c1	2.8*	-39*	23	-1.8*	-24*	-31*	4.1*	-41*
COC12c3c(C)cc(O)c4c(=O)occ(c34)C(=O)C1C13COC(=O)c4c(O)cc(C)c(c41)C(=O)C2C3OC(C)=O (stereo not drawn)	92	89	100	102	91	173	98	/
COC(=O)C(Cl)CCl (stereo not drawn)	99	97	116	105	115	108	100	96
O=C(CF)Nc1ccc2ccccc2c1	102	101	106	118	118	97	126	120
CC(C)N1CCOC(c2ccc(O)c(O)c2)C1 (stereo not drawn)	95	100	107	98	102	106	107	104
[Cl][Hg][c]1ccc(Cl)s1	-17*	-37*	-47*	-12*	19	5.0*	-0.9*	-61*
CC/C(=C(\CC)c1ccc(OC(=O)Cc2ccc(N(CCCl)CCCl)cc2)cc1)c1ccc(OC(=O)Cc2ccc(N(CCCl)CCCl)cc2)cc1	96	136	90	90	91	107	110	105
CNC(=O)Oc1ccccc1I	93	106	119	/	96	96	97	122
CC(C)OC(=O)OCSP1(=O)OCC2OC(n3ccc(=O)[nH]c3=O)C(F)C2OP(=O)(O)OCC2OC(n3cnc4c(N)ncnc43)C(F)C2O1 (stereo not drawn)	103	94	125	87	88	107	104	100
C1=CC(N2CCOCC2)CCC1 (stereo not drawn)	106	102	101	103	99	108	99	108
CC1CCN(C(c2ccccc2)C(O)c2ccccc2)CC1 (stereo not drawn)	93	94	83	87	89	86	104	96
CC(Br)C(=O)Nc1ccccc1 (stereo not drawn)	90	86	101	84	97	101	91	96
C=CCc1cc2c(cc1OCCC)OCO2	107	86	110	104	103	107	111	111
COC1C(OC(=O)/C=C/C=C/C=C/C=C/C(=O)O)CCC2(CO2)C1C1(C)OC1CC=C(C)C (stereo not drawn)	97	82	84	98	44	83	50	/
CC(O)c1cccc(Cl)c1 (stereo not drawn)	64	95	112	81	96	111	92	96
COc1ccc(C(SCC(NC(=O)OCc2ccccc2)C(=O)O)c2ccc(OC)cc2)cc1 (stereo not drawn)	124	99	106	93	94	102	98	106
O=Cc1ccc(C(Cl)(Cl)Cl)nc1	98	98	140	99	97	99	86	123
ClC(Cl)=C(c1ccc(Cl)cc1)c1ccc(Cl)cc1	106	102	/	116	103	104	125	100
C[C@H]1[C@H](OC(=O)CCC(=O)N(CCCc2cn(-c3ccc(CN4CCOCC4)cc3)nn2)CCNc2ccnc3cc(Cl)ccc23)O[C@@H]2OC3(C)CC[C@H]4[C@H](C)CC[C@@H]1[C@@]24OO3	-18*	11	42	-4.3*	3.7*	18	4.6*	29
c1ccc(Nc2ccc(Nc3ccccc3)cc2)cc1	83	43	66	72	63	82	73	30
CCCCCCCCNCC(O)c1ccc(Cl)c(Cl)c1 (stereo not drawn)	42	103	87	88	78	101	71	106
Cc1sc2c(c1C)C(c1ccc(Cl)cc1)=N[C@@H](CC(=O)OC(C)(C)C)c1nnc(C)n1-2	19	19	43	48	23	30	/	-11*
O=P(O)(Nc1ccccc1)Nc1ccccc1	104	97	109	44	92	89	52	90
CC1(OO)CCC2CC1C2(C)C (stereo not drawn)	/	113	107	99	102	91	77	112
C[C@@H]1CC[C@@]2(NC1)O[C@H]1C[C@H]3[C@@H]4CC=C5C[C@@H](O)CC[C@]5(C)[C@H]4CC[C@]3(C)[C@H]1[C@@H]2C	79	86	104	93	95	99	90	104

2 of the compounds above, as a markdown table:
| SMILES | SR | MCF7 | MDA-MB-231 | MOLT-4 | RPMI-8226 | MDA-MB-435 | K-562 | MDA-MB-468 |
| --- | --- | --- | --- | --- | --- | --- | --- | --- |
| COC(=O)C(Cl)CCl (stereo not drawn) | 99 | 97 | 116 | 105 | 115 | 108 | 100 | 96 |
| O=C(CF)Nc1ccc2ccccc2c1 | 102 | 101 | 106 | 118 | 118 | 97 | 126 | 120 |

Further results
SMILES	SR	MCF7	MDA-MB-231	MOLT-4	RPMI-8226	MDA-MB-435	K-562	MDA-MB-468
CC(C)N(CCCl)/N=N/c1nc2c([nH]1)c(=O)n(C)c(=O)n2C	90	99	103	100	99	105	99	105
CC(C)CCO/N=C/c1cccnc1	127	101	116	121	112	110	113	137
NC1=NCC(c2ccc(Cl)cc2)O1 (stereo not drawn)	90	101	104	104	101	101	98	92
CC(=O)Nc1ccc([As](=O)(O)c2ccc([N+](=O)[O-])cc2)cc1	/	105	96	96	103	109	114	102
ClCCN(CCCl)c1ccc(OCc2ccccc2)cc1	-8.1*	32	106	12	65	75	73	58
O=[N+]([O-])c1ccc2c(c1)Cc1cc(O)ccc1-2	72	77	87	59	69	77	80	64
CCC(C)(C)O	101	98	97	121	106	92	/	104
CNCC(=O)c1ccc(O)c(O)c1	94&96&101	100&101&105	77&74&86	103&103&103	111&89&78	108&101&96	97&99	103&102&105
CC1(C)C(C(=O)c2nn(CCCCCF)c3ccccc23)C1(C)C	92	95	101	95	99	105	97	104
CC(C)CCCC(C)C1CCC2C3CC=C4CC(OC(=O)c5cc([N+](=O)[O-])c(N6CC6)c([N+](=O)[O-])c5)CCC4(C)C3CCC12C (stereo not drawn)	92	107	106	104	101	103	102	104
CC(=O)O[C@H](C[C@H](C(C)C)N(C)C(=O)[C@@H](NC(=O)[C@H]1CCCCN1C)C(C)C)c1nc(C(=O)N[C@@H](Cc2ccccc2)C[C@H](C)C(=O)O)c(C)s1	7.5*	/	23	21	25	-27*	14	11
[Cl][Sn]([c]1ccccc1)([c]1ccccc1)[c]1ccccc1	-21*	-81*	/	-7.2*	-28*	-84*	0.0*	-75*
C[C@]12CC[C@H]3[C@@H](CC[C@]4(O)C[C@@H](O[C@@H]5O[C@H](CO)[C@@H](O[C@@H]6OC[C@@H](O)[C@H](O)[C@H]6O)[C@H](O)[C@H]5O)CC[C@]34C=O)[C@@]1(O)CC[C@@H]2C1=CC(=O)OC1	-32*	3.6*	42	-36*	10	17	4.3*	39
OC(CNC1CCCCC1)c1ccccc1 (stereo not drawn)	118	106	101	96	116	104	101	109
c1cnc2c(c1)ccc1ncccc12	110	107	108	100	/	113	100	109
Cc1ccc(OC(=O)N(C)C)c(C)c1	93	97	107	90	100	113	93	109
CCCCCCCC/C=C\CCCCCCCC(=O)OOC(=O)CCCCCCC/C=C/CCCCCCCC	101	98	106	112	108	101	115	96
O=C(CCl)Nc1ccccc1	102	96	95	93	101	106	107	100
CC(=O)Nc1cc([As](=O)(O)O)ccc1O	99&101	94&103	104&106	100&91	104&114	111&101	99&95	108&98
CCCCCCCC[N+]12CN3CN(CN(C3)C1)C2	93	91	/	120	90	95	124	93
O=C(O)C1CCN1C12CC3CC(CC(C3)C1)C2 (stereo not drawn)	100	101	101	103	108	121	116	104
Cc1ccccc1OP(=O)(Oc1ccccc1C)N1CCOCC1	/	88	122	98	100	103	99	94
CC(C)NC(=O)NC(=O)CI	94	108	95	85	110	115	86	111
CC(C)N(CCCl)CCOc1ccc(Cl)cc1Cc1ccccc1	59	69	71	62	55	94	62	68
CCN1C[C@@]2(COC)C3[C@@H](OC)[C@H]4[C@@H]1[C@]3(C(OC)C[C@H]2O)C1C[C@@]2(O)[C@H](OC(=O)c3ccccc3)C1[C@]4(OC(C)=O)[C@@H](O)[C@@H]2OC (stereo partly drawn)	98	110	95	95	100	104	/	100

(cont.)
SMILES	SR	MCF7	MDA-MB-231	MOLT-4	RPMI-8226	MDA-MB-435	K-562	MDA-MB-468
COc1ccc(-n2c(SC)nc3ccc(Cl)cc3c2=O)cc1	87	92	94	97	102	100	100	97
COC(=O)C(=[N+]=[N-])C(=O)OC	100	88	113	105	96	100	95	/
Nc1ccc([N+](=O)[O-])c2c1Oc1ccccc1O2	/	101	97	80	105	106	113	/
CN(C)Cc1c[nH]c2cc([N+](=O)[O-])ccc12	86	96	104	79	98	117	96	106
ClCCSC(c1ccccc1)(c1ccccc1)c1ccccc1	/	90	88	90	89	92	92	88
C[CH2][Pb]([CH2]C)([CH2]C)[O]C(=O)c1ccc(N)cc1	/	56	89	60	59	-73*	39	-12*
CCC1COCC1Cc1cncn1C (stereo not drawn)	/	96	96	111	105	109	116	102
CN(C)C1OCCO1	92	102	117	97	100	97	90	101
CCCCCC(C)C1C(=O)NC(=O)NC1=O (stereo not drawn)	102	100	119	103	102	95	110	104
COc1cc(C=C2C(=O)NC(=O)NC2=O)cc(OC)c1O	99	107	111	102	108	108	106	108
CC12CCC3C(CC=C4CC(O)CCC43C)C1C/C(=C\c1ccc(OCC(=O)N3CCCC3)cc1)C2=O (stereo not drawn)	98	100	120	98	99	97	95	103
OC1(c2ccc(Cl)cc2Cl)c2ccccc2C2=NCCN21 (stereo not drawn)	80	96	85	79	82	98	81	/
Cc1nnnn1-c1ccccc1	134	124	119	106	107	118	126	103
C=CCN1C(=O)C(CC)(CCC(C)C)C(=O)NC1=S (stereo not drawn)	103	107	108	97	95	101	100	102
Cc1c(NS(=O)(=O)c2ccccc2)ccc([N+](=O)[O-])c1Cl	74	93	85	74	42	40	74	34
CN1C2c3ccccc3C3C4c5ccccc5C(C31)C(C2[N+](=O)[O-])N4C (stereo not drawn)	75	102	102	90	108	109	101	105
N#CCCc1ccccc1	92	92	107	95	111	104	108	101
CCOP(=S)(N/N=C1/C2(C)CCC(C2)C1(C)C)OCC (stereo not drawn)	91	94	108	89	72	99	81	101
CCC(Br)C(N)=O (stereo not drawn)	95	101	103	96	108	103	101	101
N#CC(Cl)(Cl)CCl	94	88	107	96	101	105	117	107
CC(=O)OC1CCC2(C)C(CC(=O)C3C2CCC2(C)C(OC(C)=O)CCC32)C1 (stereo not drawn)	72	122	113	90	95	105	95	/
O=C(O)CCCc1ccc(N(CCCl)CCCl)cc1	19&45	68&81	104&99	35&73	91&84	98&102	58&103	78
COc1cccc(NC2=NCCS2)c1	100	96	100	97	96	116	81	102
CCCCCCCCCCOc1ccc(C(=O)Oc2ccc(CSP3(=O)OCC4OC(n5ccc(=O)[nH]c5=O)C(F)C4OP(=O)(O)OCC4OC(n5cnc6c(N)ncnc65)C(F)C4O3)cc2)cc1 (stereo not drawn)	25	96	111	68	83	105	66	115
CC12CCC3C(CC=C4CC(O)CCC43C)C1C/C(=C\c1ccc(N(CCCl)CCCl)cc1)C2=O (stereo not drawn)	71	106	104	58	65	80	42	97

Entries of single compounds, looked up by structure. Values in the order: SR | MCF7 | MDA-MB-231 | MOLT-4 | RPMI-8226 | MDA-MB-435 | K-562 | MDA-MB-468
N#CCCc1ccccc1 reads 92 | 92 | 107 | 95 | 111 | 104 | 108 | 101
COC1C(OC(=O)/C=C/C=C/C=C/C=C/C(=O)O)CCC2(CO2)C1C1(C)OC1CC=C(C)C (stereo not drawn) reads 97 | 82 | 84 | 98 | 44 | 83 | 50 | /
CC(=O)Nc1ccc([As](=O)(O)c2ccc([N+](=O)[O-])cc2)cc1 reads / | 105 | 96 | 96 | 103 | 109 | 114 | 102
COC(=O)C(=[N+]=[N-])C(=O)OC reads 100 | 88 | 113 | 105 | 96 | 100 | 95 | /
CCC(C)(C)O reads 101 | 98 | 97 | 121 | 106 | 92 | / | 104

The list goes on:
SMILES	SR	MCF7	MDA-MB-231	MOLT-4	RPMI-8226	MDA-MB-435	K-562	MDA-MB-468
Nc1nc([Se])c2ncn(C3OC(CO)C(O)C3O)c2n1 (stereo not drawn)	/	43	22	7.1*	24	74	22	84
CC(=O)OC(C(=O)O)(c1ccccc1)c1ccccc1	104	98	106	111	107	111	112	103
Cc1c(Cl)ccc(C(O)CN(C)Cc2ccccc2)c1Cl (stereo not drawn)	89	87	77	100	94	82	87	/
CCCCCCCCCCCCCCCCOc1ccc(-c2cc(Cl)c3cc(S(=O)(=O)F)ccc3n2)cc1S(=O)(=O)F	94	92	103	99	101	104	104	111
COc1cc(/C=N/Nc2nncn2N)ccc1N(CCCl)CCCl	82	100	102	84	99	105	92	102
Cc1ccc(O)c(C)c1	106	105	104	107	104	107	111	113
c1ccc(CSC(c2ccccc2)c2ccccc2)cc1	141	124	119	115	94	114	105	124
CN1CCN(c2ccc([N+](=O)[O-])c3no[n+]([O-])c23)CC1	/	-49*	-32*	-46*	-37*	-82*	-18*	-70*
CC1C(c2ccccc2)OCCN1C (stereo not drawn)	108	100	112	105	101	105	104	109
O=C(O)CNC(=O)Cc1ccc(N(CCCl)CCCl)cc1	94	93	105	104	101	114	96	103
O=C(O)C1(c2ccccc2)OC1c1ccccc1 (stereo not drawn)	86	95	101	96	95	112	108	82
COC(=O)c1ccccc1C(=O)OC	96	103	110	101	90	123	100	/
Cc1c(OCC(=O)N/N=C/c2ccc(N(CCCl)CCCl)cc2)ccc2c(=O)c3ccccc3oc12	/	26	/	55	91	84	67	83
CC(C)(C)C1COC(=O)C1 (stereo not drawn)	/	91	102	107	98	89	101	97
OCc1cnc[nH]1	107	94	101	109	97	117	107	99
COC(=O)C[C@H](NC(=O)C(=O)c1cn(Cc2cn(Cc3ccccc3)nn2)c2ccccc12)C(=O)OC	100	97	112	99	112	102	98	121
CCOC(=O)c1cnc(SCc2ccc(Cl)c(Cl)c2)nc1N1CC1C (stereo not drawn)	69	83	69	69	/	63	66	102
CCCn1cc(C(=O)C2C(C)(C)C2(C)C)c2ccccc21	99	93	101	95	92	99	109	107
C/C=C(\CC)C(=O)NC(N)=O	98&71	101&93	112&114	103&81	107&102	121&112	87&100	104&123
C1CN(P(N2CCOCC2)N2CCOCC2)CCO1	89	100	118	105	100	99	111	108
COc1cc(CNCCc2ccc(Cl)cc2)cc(OC)c1O	15	64	72	37	42	-4.7*	22	43
NC(N)=NCCCCNC(=O)Oc1c(Br)cc(O)c(CC(=O)O)c1Br	98	102	108	98	102	108	101	110
COc1ccc(Nc2nc(-c3ccc(OC)cc3)c[se]2)cc1	91	88	98	97	90	97	101	91

Only part of the results is shown. The share of hits here may be higher or lower than overall.
